Screening data deposited in PubChem BioAssay by several laboratories.
RAM network inh – inhibitors of the yeast RAM network, primary screen, dse1pr::URA3 reporter, 5-FOA selection; S. cerevisiae dse1pr::URA3 reporter, 5-FOA growth OD615, 2 d; analog-sensitive cbk1-as2 kinase mutant strain; inhibition, % at 50 µM; 190,000 tested, 1.8% active;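 active = inhibition above a set limit, 3 SD over mean compound inhibition, cut at about 8.4% in these data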;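 also: 0% = DMSO-only wells with no growth and 100% = 10 µM 1-NA-PP1 full growth; inhibition rescues growth on 5-FOA so higher OD means more RAM inhibition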
Redox H2O2 prof – compounds producing H2O2 with reducing agent – biochemical, NIH compound library profiling, artefact control for MLSCN library redox annotation, primary screen. DTT-dependent redox cycling H2O2, phenol red/HRP absorbance; 100% = 100 µM peroxide control, 0% = buffer. activation, % at 10 µM. 200,000 tested, 0.03% active. AID 878, 2007;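 active = activation of at least 50% relative to the plate's high and low controls in the primary single-dose screen; inactive = activation below 50%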;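 also: compound incubated with DTT at 0.8 mM final as the reducing agent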
Efa HMGR inh – inhibitors of E. faecalis class II HMGR, primary screen, biochemical, Enterococcus faecalis. HMG-CoA reductase (Enterococcus faecalis, mvaE). purified E. faecalis HMGR, NADPH absorbance 340 nm kinetic. inhibition, % at 10 µM. 190,000 tested, 0.41% active. AID 1066, 2008;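 active = inhibition above a set limit, the median over all tested compounds plus 3 SD, cut at about 9.5% in these data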;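 also: enzyme runs in reverse so mevalonate oxidation gives rising NADPH absorbance; 0% = complete reaction with DMSO and 100% = background rate lacking mevalonate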
TR-FRET SRC-2 ct – TR-FRET signal artefacts, primary screen, artefact control for PPARgamma SRC-2 agonist project, biochemical; TR-FRET artefact counter-screen; active compounds read high; 200,000 tested, 0.4% active; TR-FRET ratio at 8 µM; AID 1049, 2008; in the data active = TR-FRET ratio above about 2000; also: inactives centre near 1500
PPARg SRC2 recr – agonists of PPARg-SRC-2 recruitment, primary screen, biochemical, HTS; activation, % at 8 µM; AID 1032, 2008; PPARgamma LBD-SRC-2 recruitment; 200,000 tested, 0.34% active; in the data active = activation above about 22%;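 also: 0% = vehicle and 100% = reference agonist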
PPARg SRC3 recr – PPARgamma agonists recruiting SRC-3 coactivator, primary screen, biochemical; biochemical PPARgamma/SRC-3 coactivator recruitment assay; activation, % at 8 µM; 200,000 tested, 0.26% active; AID 731, 2007; in the data active = activation above about 23%;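 also: 0% = DMSO and 100% = reference agonist; some compounds past the cut are filed as inactive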
PPARg SRC1 recr – PPARgamma agonists recruiting SRC-1 coactivator, primary screen, biochemical; PPARgamma-SRC-1 coactivator recruitment biochemical assay; 200,000 tested, 0.41% active; activation, % at 8 µM; in the data active = activation above about 19%;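 also: 0% = DMSO and 100% = reference agonist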
S1P3 antag – S1P3 receptor antagonists, primary screen, cell-based. CHO S1P3 NFAT-BLA reporter, FRET fluorescence, antagonist mode. inhibition, % at 4.98 µM. 170,000 tested, 0.27% active. AID 485, 2006;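 active = inhibition above the plate cutoff, the mean inhibition of test wells on that plate plus 3 SD, cut at about 28% in these data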;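 also: cells challenged with S1P at its EC80 of 0.8 µM; blue over green emission ratio from cleaved BLA substrate after 4 h stimulation; 0% = S1P-stimulated wells and 100% = unstimulated DMSO-only wells; some compounds past the cut are filed as inactive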
Target sequence (Q99500 whole entry, looked up): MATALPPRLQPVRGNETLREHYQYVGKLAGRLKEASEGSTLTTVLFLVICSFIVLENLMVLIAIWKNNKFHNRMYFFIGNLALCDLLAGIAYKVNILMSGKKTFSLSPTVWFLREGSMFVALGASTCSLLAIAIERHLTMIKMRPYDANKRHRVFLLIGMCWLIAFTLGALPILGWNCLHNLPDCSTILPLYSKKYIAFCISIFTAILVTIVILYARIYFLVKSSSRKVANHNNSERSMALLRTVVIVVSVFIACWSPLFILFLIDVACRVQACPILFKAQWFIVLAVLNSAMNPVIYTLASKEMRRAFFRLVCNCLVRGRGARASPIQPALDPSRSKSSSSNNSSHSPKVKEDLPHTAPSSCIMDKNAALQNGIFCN
bIAP inh – bovine intestinal alkaline phosphatase inhibitors, primary screen, selectivity assay for TNAP inhibitor project, biochemical, bovine IAP, CDP-star luminescence; purified bovine IAP, 30 min; AID 1019, 2008; alkaline phosphatase, intestinal [Bos taurus]; inhibition, % at 20 µM; 190,000 tested, under 10 active;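 active = over 50% inhibition of intestinal alkaline phosphatase at 20 µM in the single-dose screen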
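Incubation: 30 min reaction at room temperature / Material: purified bovine intestinal alkaline phosphatase (IAP) enzyme / Input: enzyme at 1/65,000,000 dilution / Dosing: 20 µM single dose / Signal: CDP-star luminescence signal / Reagent: CDP-star chemiluminescent phosphatase substrate, 30 µM final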
L major viab – Leishmania major promastigote growth inhibition, primary screen; Leishmania major promastigotes, resazurin fluorescence viability; inhibition, % at 10 µM; 200,000 tested, 9% active; AID 1063, 2008; in the data active = inhibition above about 50%;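 also: promastigotes grown with compound for 44 hours at 28 °C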
ROMK mod – ROMK potassium channel modulators, primary screen, cell-based, thallium flux, MLSMR library; ATP-sensitive inward rectifier potassium channel 1 (Homo sapiens), P48048; Tet-inducible ROMK, thallium flux fluorescence; actives lie on both sides; B-score at 10 µM; 130,000 tested, 2% active; AID 1918, 2009;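 active = signal ratio slope over the read window, or its plate-corrected B-score, at least 3 SD from the plate mean, either direction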;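 also: B-score of the F/F0 ratio slope over 7 to 12 s after thallium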
Target sequence (P48048 whole entry, looked up): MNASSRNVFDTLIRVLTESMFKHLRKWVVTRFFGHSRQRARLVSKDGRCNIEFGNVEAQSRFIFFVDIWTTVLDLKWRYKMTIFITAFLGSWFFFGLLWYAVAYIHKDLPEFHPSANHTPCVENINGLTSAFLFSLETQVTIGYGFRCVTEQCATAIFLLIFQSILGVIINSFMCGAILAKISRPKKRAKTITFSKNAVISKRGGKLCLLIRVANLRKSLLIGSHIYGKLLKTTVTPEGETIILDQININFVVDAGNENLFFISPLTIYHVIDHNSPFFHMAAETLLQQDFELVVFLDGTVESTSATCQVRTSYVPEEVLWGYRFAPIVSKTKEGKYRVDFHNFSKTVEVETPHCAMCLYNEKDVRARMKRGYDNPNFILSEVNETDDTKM
The depositor's hits bear a star; x = no result given.

SMILES	RAM network inh	Redox H2O2 prof	Efa HMGR inh	TR-FRET SRC-2 ct	PPARg SRC2 recr	PPARg SRC3 recr	PPARg SRC1 recr	S1P3 antag	bIAP inh	L major viab	ROMK mod
CCC(C(=O)O)P(=O)(c1ccc(Cl)cc1)c1ccc(Cl)cc1 (stereo not drawn)	-1.4	-0.2	-1	1360	-5	-2	-8	15	-10	-7	2.2
CC1=C(C(=O)OC2CCCCC2)C(c2cccnc2)n2ncnc2N1 (stereo not drawn)	1.7	6.8	-6	1516	-1	-1	-1	1	18	1	0.0079
COc1ccc(C)cc1NC(=O)CN(c1ccc(C)cc1)S(C)(=O)=O	1.2	0.3	-2	1704	4	1	5	1	-1	1	-0.17
Cc1ncc(CO)c(/C=N/NC(=O)c2ccc(O)cc2)c1O	2.4	0.2	1	1631	5	0	3	1	-14	0	x
O=C1NCCN(Cc2c(F)cccc2Cl)C1CC(=O)N1CCCO1 (stereo not drawn)	1.1	-0.5	-5	1477	-5	5	-2	-5	-10	-1	1.1
O=C(CP(=O)(CO)CO)c1ccc(Cl)cc1	0.3	-0.7	-4	1492	3	-1	3	-1	-3	4	x
COC(=O)[C@H]1C[C@@H]1[C@H](NS(=O)(=O)c1ccccc1)c1ccccc1	0.0	0.5	-10	1320	4	-4	-1	4	23	-4	-0.54
Cc1cc2cc(C(c3nnnn3C3CCCC3)N(Cc3cccnc3)Cc3ccco3)c(=O)[nH]c2cc1C (stereo not drawn)	0.0	0.2	-3	1607	2	0	4	x	-2	50	-0.22
COC(=O)CCCC[C@H]1SC[C@H]2NC(=O)N[C@]21O	0.3	-5.2	-5	1329	-3	-5	-5	-34	-1	-5	0.64
Cc1ccc(C(=O)Nc2cccnc2)cc1[N+](=O)[O-]	-0.8	-0.1	0	1568	9	2	10	12	-7	4	x
COc1ccccc1N1CCN(C2CCN(C(=O)c3cccc(F)c3)CC2)CC1	1.2	-0.2	1	1653	8	1	4	-2	-12	82*	x
CCSc1nnc(NC(=O)NCC(F)(F)F)s1	1.1	0.1	-6	1612	-4	-2	-2	x	11	-5	2.6*
Cc1sc2nc(SCC(=O)NCCOCCO)n(C)c(=O)c2c1C	-0.1	-2.6	0	1429	2	3	4	4	-1	-4	x
CCOc1ccc(CCNC(=O)c2cccc(C#N)c2)cc1OCC	0.6	-0.1	5	1360	-5	0	-3	-5	-40	0	-0.52
COc1cccc(-c2nn(-c3ccccc3)cc2C(=O)OCC(=O)Nc2ncc(Cl)cc2Cl)c1	4.7	0.6	0	2626*	11	0	8	-1	-97	-2	x
CCOc1ccc(NC(=S)NC(C)CCc2ccccc2)cc1 (stereo not drawn)	0.8	-0.6	-1	1581	1	1	-1	-9	-7	0	0.19
CC(C)(C)N(NC(=O)Nc1ccc(F)cc1)C(=O)c1ccccc1	2.4	0.1	-5	1481	9	1	0	-3	9	4	x
O=S(=O)(Nc1ccc2c(c1)OCO2)c1cccs1	1.4	-0.4	-3	1455	0	-9	3	-4	2	1	-0.7
CCN(CC)C(=O)Oc1ccnc2cc(Cl)ccc12	0.2	-1.9	1	1635	12	3	7	7	2	7	0.054
O=C(NC(Cc1c[nH]c2ccccc12)C(=O)N/N=C/c1cccnc1)c1cccs1 (stereo not drawn)	2.8	-0.1	0	1680	6	2	1	1	-22	-1	-0.77
c1cnc2ccc(C(c3nnnn3C3CCCC3)N3CCSCC3)cc2c1 (stereo not drawn)	0.5	1.6	-6	1377	5	-7	1	x	20	4	-0.36
COc1ccccc1-c1nc(C#N)c(N2CCN(c3ccccc3)CC2)o1	5.2	1.9	-2	1528	2	3	-2	-42	-4	-1	x
COc1cc(/C=N/NC(=O)CCn2c3ccccc3c3ccccc32)cc(OC)c1OC	3.0	0.1	-5	1663	5	-6	8	5	33	7	x
CCOCCCNC(=S)Nc1ccc2nc3n(c(=O)c2c1)CCCCC3	0.9	-1.4	-2	1397	0	-1	0	-3	-2	8	-0.62
CCOC(=O)c1[nH]n(-c2ccc(Cl)cc2)c(=O)c1C	1.3	4.0	-2	1572	0	2	-3	-4	-10	52*	-0.013
COc1ccc(NC(=O)CCn2cccc2)c(OC)c1	-1.0	0.5	-2	1298	1	-2	10	1	-7	0	0.91
CC(=O)C1=C(O)C(=O)N(CCc2c[nH]c3ccccc23)C1c1ccco1 (stereo not drawn)	1.5	1.6	0	1580	-5	0	0	x	9	-3	-0.18
CCOC(=O)c1c(-c2ccccc2)csc1NC(=O)CCN1CCOCC1	0.4	-0.6	-1	1436	7	2	5	6	0	98*	-0.41
CCOC(=O)C1CCCN(C(=O)Cn2cnc3c2c(=O)n(C)c(=O)n3C)C1 (stereo not drawn)	1.4	-3.0	0	1523	6	-3	4	4	5	-4	x
CCc1cc2c(NCCC(=O)O)nc(C)nc2s1	-0.4	2.2	1	1679	3	-3	2	6	6	-4	x
Cc1ccc(C(=O)N2CCN3C(=O)c4ccccc4C23c2ccccc2)cc1 (stereo not drawn)	2.0	-1.0	-5	1554	9	-4	3	-10	-14	54*	x
CC(=O)Nc1ccc2nc(SCC(=O)NCCOc3ccccc3)sc2c1	0.4	-2.3	-5	1555	3	4	3	-6	3	2	0.74
C=CCn1c(SCC(=O)N2CCN(c3ccc(F)cc3)CC2)nnc1-c1ccco1	-0.3	-2.6	0	1532	-3	3	-2	-19	6	-1	x
CCNS(=O)(=O)c1ccc(NC(=O)Nc2ccccc2OC)cc1	2.4	-1.0	-4	1775	7	6	6	0	16	10	-0.39
CN1CCN(C(=O)c2ccccc2NC(=O)Cc2ccccc2)CC1	0.0	0.3	-3	1471	-6	-4	-3	-18	20	-5	0.59
CN(C)C(C)(C)C#CCCCCC#CC(C)(C)N(C)C	-0.6	1.6	1	1530	1	-4	-3	x	2	-2	x
CC(C(=O)NCc1ccco1)n1cc([N+](=O)[O-])cn1 (stereo not drawn)	1.2	-0.8	-8	1541	-5	0	-6	-19	-5	1	0.12
O=C(/C=C/c1ccccc1Cl)NCc1cccs1	2.3	0.2	-2	1485	-6	-3	2	-4	-8	48	-1.5
CCc1ccc(NC(=O)C(=O)NCCN2CCN(Cc3ccc([N+](=O)[O-])cc3)CC2)cc1	0.9	1.0	1	1696	7	1	1	15	10	-7	-0.11
O=C(O)C1(NS(=O)(=O)c2ccc(F)c(Cl)c2)CCCCC1	2.1	3.8	-2	1452	-10	-4	-7	-5	3	-4	x

Compounds shown so far that have two or more sulfur atoms:
SMILES	RAM network inh	Redox H2O2 prof	Efa HMGR inh	TR-FRET SRC-2 ct	PPARg SRC2 recr	PPARg SRC3 recr	PPARg SRC1 recr	S1P3 antag	bIAP inh	L major viab	ROMK mod
CCSc1nnc(NC(=O)NCC(F)(F)F)s1	1.1	0.1	-6	1612	-4	-2	-2	x	11	-5	2.6*
Cc1sc2nc(SCC(=O)NCCOCCO)n(C)c(=O)c2c1C	-0.1	-2.6	0	1429	2	3	4	4	-1	-4	x
O=S(=O)(Nc1ccc2c(c1)OCO2)c1cccs1	1.4	-0.4	-3	1455	0	-9	3	-4	2	1	-0.7
CC(=O)Nc1ccc2nc(SCC(=O)NCCOc3ccccc3)sc2c1	0.4	-2.3	-5	1555	3	4	3	-6	3	2	0.74

Some values from the list:
`CCOC(=O)C1CCCN(C(=O)Cn2cnc3c2c(=O)n(C)c(=O)n3C)C1` (stereo not drawn) in bIAP inh is listed with 5
`COC(=O)[C@H]1C[C@@H]1[C@H](NS(=O)(=O)c1ccccc1)c1ccccc1` in RAM network inh is listed with 0.0
`CCN(CC)C(=O)Oc1ccnc2cc(Cl)ccc12` in PPARg SRC3 recr is listed with 3
`COc1ccccc1N1CCN(C2CCN(C(=O)c3cccc(F)c3)CC2)CC1` in PPARg SRC3 recr is listed with 1

Continuation:
SMILES	RAM network inh	Redox H2O2 prof	Efa HMGR inh	TR-FRET SRC-2 ct	PPARg SRC2 recr	PPARg SRC3 recr	PPARg SRC1 recr	S1P3 antag	bIAP inh	L major viab	ROMK mod
Cc1ccc(N/N=C/c2c(O)cc(C)oc2=O)cc1	0.1	-5.8	-5	1489	8	-7	9	x	8	87*	x
COc1ccc(-c2cc(-c3ccccc3)c(C#N)c(S(C)=O)n2)cc1 (stereo not drawn)	1.4	0.3	-2	1582	11	-2	0	x	-4	100*	-1.5
CCN(CC)CCNC(=O)c1ccc(-n2c(C)cc3c2CCCC3=O)cc1	-0.6	0.2	0	1606	0	0	2	5	-12	32	0.094
COC(=O)c1ccc(CSc2ncnc3c2oc2ccccc23)o1	5.1	0.9	-9	1972*	29*	50*	56*	-23	7	11	-0.022
CC(C)CN1C(=O)c2ccc(NC(=O)Cc3ccccc3)cc2C1=O	4.5	-0.1	2	1525	1	5	0	8	-7	-8	-0.56
CCOC(=O)C1C(=O)CC(C)(O)C(C(=O)OCC)C1c1ccc(NC(C)=O)cc1 (stereo not drawn)	-0.5	-0.2	-2	1612	-3	-3	0	-18	0	-5	-0.094
Cc1[nH]c2ccccc2c1/C=N/NC(=O)c1cccc(F)c1	-1.4	-0.1	3	1377	4	8	5	-12	12	0	-1.7
CN1C(=O)NC(c2ccccc2)C2=C1CN(Cc1ccco1)C2=O (stereo not drawn)	1.0	-0.8	-4	1812	11	2	6	-8	2	-8	x
O=C(Cc1cccs1)N(Cc1cccs1)C1(C(=O)NC2CCCCC2)CCCCC1	2.6	0.3	4	1435	10	13	0	x	38	23	-1.8
COc1ccc(NC(=O)N2CCCC(c3nc(-c4ccc(F)cc4)no3)C2)cc1 (stereo not drawn)	-0.4	-0.6	2	1712	4	2	1	-2	-7	-6	0.094
Cc1cccc(NC(=S)c2nc3ccccc3s2)c1	3.2	-4.5	-2	1574	2	0	4	x	1	-2	-0.94

3 compounds from above, ordered by molecular weight, lowest first:
SMILES	RAM network inh	Redox H2O2 prof	Efa HMGR inh	TR-FRET SRC-2 ct	PPARg SRC2 recr	PPARg SRC3 recr	PPARg SRC1 recr	S1P3 antag	bIAP inh	L major viab	ROMK mod
COC(=O)c1ccc(CSc2ncnc3c2oc2ccccc23)o1	5.1	0.9	-9	1972*	29*	50*	56*	-23	7	11	-0.022
COc1ccc(NC(=O)N2CCCC(c3nc(-c4ccc(F)cc4)no3)C2)cc1 (stereo not drawn)	-0.4	-0.6	2	1712	4	2	1	-2	-7	-6	0.094
O=C(Cc1cccs1)N(Cc1cccs1)C1(C(=O)NC2CCCCC2)CCCCC1	2.6	0.3	4	1435	10	13	0	x	38	23	-1.8

Rows were taken by chance; overall some 13% were active at least once.
